Platelet DG rel: inhibitors of platelet dense granule secretion, primary screen, cell-based, MLPCN, human platelets | inhibition, %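 (compounds screened at 7.5 µM in platelet-rich plasma)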 | AID 1663, 2009 | human platelet-rich plasma, SFLLRN dense granule ATP release, luminescence | hit rate 0.22% among 300,000;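 active = mean replicate score, as percent of positive control, at or above 50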
KCNK9 inh: KCNK9 potassium channel inhibitors, primary screen, HEK293 cells, thallium flux | B-score at 10 µM | hit rate 1.2% among 310,000 | Potassium channel subfamily K member 9 (Homo sapiens), Q9NPC2 | AID 488922, 2010 | FluxOR thallium flux fluorescence; stronger effect = lower value;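 active = ratio B-score over 3 SD below the library mean, with starting fluorescence within 5 SD of its mean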;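 note: negative B-score means less thallium flux so channel inhibition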
Target sequence (Q9NPC2 whole entry, looked up): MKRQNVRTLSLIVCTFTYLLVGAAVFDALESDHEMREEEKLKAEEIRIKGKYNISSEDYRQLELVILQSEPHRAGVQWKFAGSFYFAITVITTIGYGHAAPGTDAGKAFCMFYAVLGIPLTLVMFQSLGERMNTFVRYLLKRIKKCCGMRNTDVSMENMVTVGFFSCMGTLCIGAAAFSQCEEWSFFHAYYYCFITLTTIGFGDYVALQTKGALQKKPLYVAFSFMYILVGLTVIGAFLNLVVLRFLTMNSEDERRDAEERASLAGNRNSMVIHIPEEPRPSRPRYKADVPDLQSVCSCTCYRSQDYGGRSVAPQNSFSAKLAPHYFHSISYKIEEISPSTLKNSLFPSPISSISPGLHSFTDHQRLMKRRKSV
TRPC4 PAM: positive allosteric modulators of TRPC4, primary screen, cell-based, mouse TRPC4beta, HEK293 mu-opioid, Fluo-4 calcium; hit rate 0.42% among 310,000; B-score at 10 µM; DAMGO EC20, Fluo-4 Ca2+ flux; stronger effect = higher value; Short transient receptor potential channel 4 (Mus musculus), Q9QUQ5;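 active = B-score of calcium response area above 5 SD of library B-scores, with initial fluorescence ratio within 5 SD of library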;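 note: B-score of integrated fluorescence ratio over time as area under calcium response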
PolyA inhibitor: polyadenylation inhibitors in yeast reporter cells, primary screen, luminescence, S. cerevisiae; hit rate 0.02% among 300,000; calls only at 12 µM; S. cerevisiae SKY197-pL101 polyadenylation reporter, beta-gal luminescence; efflux-impaired pdr1/pdr3 knockout yeast; score 100 = 6 SD above DMSO; AID 1875, 2009;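 active = lowest replicate activity score at least 50, where 100 means six control SD above control mean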;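 note: yeast exposed to compound for 9 h at 30 °C; higher score means more reporter readthrough which indicates perturbed polyadenylation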
DYRK1A inh: rat Dyrk1A kinase inhibitors, primary screen, biochemical, single point, plate reader; Dual specificity tyrosine-phosphorylation-regulated kinase 1A (Rattus norvegicus), Q63470; ADP-Glo luminescence, NFATc1 peptide; inhibition, % at 12.5 µM; hit rate 0.43% among 310,000; AID 504441, 2011; in the data active = inhibition above about 50%;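 note: plate controls were vehicle with enzyme for no effect and no enzyme for full effect; many of its hits are not listed in these tables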
TRPC4 inh: inhibitors of mouse TRPC4 channel, primary screen, Fluo4 calcium, HEK293 TRPC4beta/mu-opioid cells | DAMGO-evoked Fluo4 calcium flux; stronger effect = lower value | B-score at 10 µM | hit rate 0.39% among 300,000;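 active = B-score over 3 SD under the library average, no early fluorescence shift, positive overall ratio signal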
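Signal: kinetic Fluo4 fluorescence imaging of calcium influx. Material: stable TRPC4beta/mu-opioid receptor HEK293 cells. Probe or stimulus: DAMGO in two steps, submaximal then maximal.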
KCNQ1 block: inhibitors of human KCNQ1 channel, primary screen, cell-based, thallium flux, high-throughput. Potassium voltage-gated channel subfamily KQT member 1 (Homo sapiens), P51787. CHO-K1 KCNQ1, FluxOR thallium flux fluorescence; stronger effect = higher value. B-score at 10 µM. hit rate 1.3% among 310,000. AID 2642, 2010;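 active = compounds whose thallium flux B-score, printed positive for inhibition, exceeds three library SD while starting fluorescence stays within three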;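 note: channel opened by potassium depolarization with thallium stimulus after 20 min compound exposure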
Target sequence (P51787 whole entry, looked up): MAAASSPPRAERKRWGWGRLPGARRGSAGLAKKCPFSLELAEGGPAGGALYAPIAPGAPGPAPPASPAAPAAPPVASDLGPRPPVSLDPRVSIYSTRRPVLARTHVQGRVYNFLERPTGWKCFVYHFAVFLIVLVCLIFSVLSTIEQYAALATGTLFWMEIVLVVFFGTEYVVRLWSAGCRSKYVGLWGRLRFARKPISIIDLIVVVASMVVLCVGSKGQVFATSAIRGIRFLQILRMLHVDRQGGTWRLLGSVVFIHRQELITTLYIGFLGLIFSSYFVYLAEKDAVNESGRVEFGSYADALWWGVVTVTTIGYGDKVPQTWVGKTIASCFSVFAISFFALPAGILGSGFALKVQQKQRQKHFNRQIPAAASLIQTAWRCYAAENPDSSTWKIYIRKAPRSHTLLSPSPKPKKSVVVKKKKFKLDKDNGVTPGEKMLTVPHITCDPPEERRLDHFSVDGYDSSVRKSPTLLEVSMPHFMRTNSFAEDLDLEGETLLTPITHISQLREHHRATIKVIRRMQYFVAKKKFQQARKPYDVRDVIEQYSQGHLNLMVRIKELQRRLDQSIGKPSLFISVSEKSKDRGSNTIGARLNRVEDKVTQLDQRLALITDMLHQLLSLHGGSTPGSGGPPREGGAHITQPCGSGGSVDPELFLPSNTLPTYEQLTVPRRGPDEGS
TRPC4 act: activators of mouse TRPC4 channel, primary screen, Fluo4 calcium, HEK293 TRPC4beta/mu-opioid cells; Short transient receptor potential channel 4 (Mus musculus), Q9QUQ5; Fluo4 calcium fluorescence; stronger effect = higher value; B-score at 10 µM; hit rate 0.49% among 310,000;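 active = B-score above 5 SD of library B-scores, and initial fluorescence ratio not above library mean plus 5 SD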;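 note: positive B-score marks a calcium rise read as TRPC4 activation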
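system = HEK293 cells stably co-expressing mouse TRPC4beta and mu-opioid receptor | schedule = Fluo4 dye loading 45 min at room temperature, 110 s recording | measure = B-scored integrated calcium fluorescence ratio | signal = Fluo4 calcium-sensitive dye fluorescence, kinetic, 1 Hz baseline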
hERG rescue: hERG rescue from dofetilide block, primary screen, cell-based, CHO-hERG, FluxOR thallium flux, dofetilide IC70; Voltage-gated inwardly rectifying potassium channel KCNH2 (Homo sapiens), Q12809; dofetilide IC70 present; activation (rescue from dofetilide block), less the hit threshold, % at 10 µM; hit rate 0.51% among 310,000;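 active = activation above the mean of controls blocked by dofetilide plus 5 SD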;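 note: thallium influx through hERG after potassium depolarization seen as dye fluorescence rise; in these data hits start at about 4.7%; inactives centre near -7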
KCNK3 inh: human KCNK3 channel inhibitors, primary screen, CHO cells, FluxOR thallium flux, B-score. Potassium channel subfamily K member 3 (Homo sapiens), O14649. FluxOR fluorescence; stronger effect = lower value. B-score at 10 µM. hit rate 0.84% among 340,000;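 active = B-score under library mean minus 4 SD, starting fluorescence ratio at most library mean plus 5 SD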;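 note: more negative B-score means stronger inhibition of thallium flux through KCNK3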
KCNQ1 pot: potentiators or activators of KCNQ1 channel, primary screen, cell-based, thallium flux, high-throughput; Potassium voltage-gated channel subfamily KQT member 1 (Homo sapiens), P51787; CHO-K1 KCNQ1, thallium flux FluxOR fluorescence; stronger effect = higher value; B-score at 10 µM; hit rate 0.35% among 310,000; AID 2648, 2010;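 active = fluorescence ratio B-score, a plate-corrected score, at least three library SD, with initial intensity B-score within 5 SD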
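assay system = CHO-K1 cells stably expressing KCNQ1 | medium = assay buffer, equal DMSO in all wells | timing = 37 °C overnight plating, 90-min dark dye load, 20-min compound pretreatment | measured by = kinetic FluxOR thallium fluorescence, 10-s 1-Hz baseline, 110-s post-stimulus read | measure = fluorescence change relative to baseline, converted to B score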
Active calls of the source: *; i = inactive; . = not tested or not shown.

SMILES	Platelet DG rel	KCNK9 inh	TRPC4 PAM	PolyA inhibitor	DYRK1A inh	TRPC4 inh	KCNQ1 block	TRPC4 act	hERG rescue	KCNK3 inh	KCNQ1 pot
CCc1ccc(CC)c(S(=O)(=O)Nc2ccc(O)c(C(=O)O)c2)c1	-7	i	i	i	2	i	i	i	-7	i	i
O=C1S/C(=C\C=C\c2ccco2)C(=O)N1c1ccc(O)cc1	4	i	i	i	-3	i	i	i	-8	i	i
CC(=O)c1ccc(NC(=O)C[n+]2cccc(C)c2)cc1	.	i	i	i	4	i	i	i	-14	i	i
COc1ccc(Nc2ncnc3c2cnn3Cc2ccc(C)cc2)cc1	2	i	i	i	-7	i	i	i	3	i	i
Cc1occc1C(=O)O/N=C(\N)c1ccc(Cl)cc1	-5	i	i	i	-4	i	i	i	-11	i	i
COc1ccc(S(=O)(=O)N(Cc2ccccc2)c2ccccc2C(=O)N2CCOCC2)cc1	3	i	i	i	-6	i	i	i	-9	i	i
O=C(NC(Cc1ccc(F)cc1)C(=O)O)c1ccccc1 (stereo unspecified)	-2	i	i	i	-1	i	i	i	-10	i	i
Cc1cc(C)cc(C(=O)N2CC(C)SC2=Nc2cccc(S(=O)(=O)N(C)C)c2)c1 (stereo unspecified)	-7	-12*	i	i	-9	i	i	i	-1	i	i
COc1cccc(NC(=O)c2cccnc2)c1	0	i	i	i	5	i	i	i	1	i	i
CCn1c(SCc2nc3ccccc3c(=O)[nH]2)nnc1C(C)NC(=O)c1ccccc1F (stereo unspecified)	3	i	i	i	-2	i	i	i	-1	i	i
CC(C)CNc1nc(S(=O)(=O)c2ccccc2)c(Cl)s1	9	i	i	i	.	i	i	i	-10	i	i
O=c1c2[nH]c3ccc(F)cc3c2ncn1CCCn1ccnc1	-8	i	i	i	8	i	i	i	-9	i	i
COc1cccc(CN(C)CC(=O)NCc2ccc(F)cc2)c1OC	-9	i	i	i	-2	i	i	i	-5	i	i
CCCCn1c(CN2CCN(C(=O)c3ccco3)CC2)nc2c1c(=O)n(C)c(=O)n2C	2	i	i	i	4	i	i	i	-13	i	i
O=S(=O)(Nc1ccc(N2CCCCC2)cc1)c1ccc(F)cc1	2	i	i	i	.	i	i	i	-5	i	i
Cc1c(CCC(=O)NCCC(=O)O)c(=O)oc2cc3occ(-c4ccccc4)c3cc12	-3	i	i	i	.	i	i	i	-11	i	i
CC(C)C[C@H](NC(=O)c1nc[nH]c1C(=O)N[C@@H](CC(C)C)C(=O)OC(C)(C)C)C(=O)OCc1ccccc1	-2	i	i	i	.	i	i	i	-7	.	i
COC(=O)c1cccc(S(=O)(=O)N2CCC(n3nnc4cc(F)ccc43)CC2)c1	2	i	i	i	-5	i	i	i	-2	i	i
CC(NC(=O)Cn1cnnn1)c1cccc(C(F)(F)F)c1 (stereo unspecified)	-6	i	i	i	-1	i	i	i	-9	i	i
CCOCCn1c2ccccc2c2nc3ccccc3nc21	-1	i	i	i	3	i	i	i	-5	i	i
CN1C/C(=C\c2ccc(N3CCOCC3)cc2)C(=O)/C(=C/c2ccc(N3CCOCC3)cc2)C1	4	i	i	i	-2	i	i	i	-9	i	i
COc1ccc(-c2ccc(=O)n(CC(=O)Nc3cccc(O)c3)n2)cc1OC	6	i	i	.	3	i	i	i	-8	i	i
O=C(OCCN1C(=O)c2ccccc2C1=O)c1cccc(OC(F)F)c1	-2	i	i	i	-1	i	i	i	1	i	i
O=C(Sc1nnnn1C1CCCCC1)c1cccs1	2	i	i	i	.	i	i	i	-10	.	i
CNC(=S)N/N=C/c1ccccc1Cl	-3	i	i	i	6	i	i	i	-7	i	i

Next part (5 carried over from the part before).
SMILES	Platelet DG rel	KCNK9 inh	TRPC4 PAM	PolyA inhibitor	DYRK1A inh	TRPC4 inh	KCNQ1 block	TRPC4 act	hERG rescue	KCNK3 inh	KCNQ1 pot
CN1C/C(=C\c2ccc(N3CCOCC3)cc2)C(=O)/C(=C/c2ccc(N3CCOCC3)cc2)C1	4	i	i	i	-2	i	i	i	-9	i	i
COc1ccc(-c2ccc(=O)n(CC(=O)Nc3cccc(O)c3)n2)cc1OC	6	i	i	.	3	i	i	i	-8	i	i
O=C(OCCN1C(=O)c2ccccc2C1=O)c1cccc(OC(F)F)c1	-2	i	i	i	-1	i	i	i	1	i	i
O=C(Sc1nnnn1C1CCCCC1)c1cccs1	2	i	i	i	.	i	i	i	-10	.	i
CNC(=S)N/N=C/c1ccccc1Cl	-3	i	i	i	6	i	i	i	-7	i	i
COC(=O)c1cn(C(=O)c2ccc(OC)c(OC)c2)c2ccccc12	-2	i	i	i	10	i	i	i	-1	i	i
O=C(COc1ccccc1)NCC(=O)N/N=C/c1cc(Br)ccc1OCc1ccccc1	12	i	i	.	1	i	i	i	-15	i	i
COc1ccc(C2N(c3cc(Cl)ccc3OC)C(=O)C3CCCN32)c(OC)c1 (stereo unspecified)	-1	i	i	i	0	i	i	i	-8	i	i
COc1ccc(C(=O)CSc2ncn[nH]2)cc1OC	-10	i	i	i	2	i	i	i	-8	i	i
Cc1ccc(S(=O)(=O)N2CCOC23CCN(C(=O)C(=O)NCCC(C)C)CC3)cc1	3	i	i	i	15	i	i	i	-8	i	i
CC(C)Cc1nc(SCC(=O)NCc2ccccc2)n[nH]1	7	i	i	i	2	i	i	i	-8	i	i
CCN(CC(=O)Nc1cccc(F)c1)CC(=O)Nc1ccccc1OC	7	i	i	i	-3	i	i	i	-5	i	i
COc1cccc(NC(=O)CCC2CCN(C(=O)c3cccc(NC(C)=O)c3)CC2)c1	-3	i	i	i	0	i	i	i	-13	i	i
Cc1ccc(/C=N/NC(=O)Cc2c(F)cccc2Cl)s1	-5	i	i	i	-6	i	i	i	-14	i	i
O=C(O)c1ccc(NC2=C(N3CCOCC3)C(=O)c3ccccc3C2=O)cc1	19	i	i	i	1	i	i	i	-1	i	i
Cc1cccnc1NC(=S)NC(=O)c1cncc(Br)c1	-6	i	i	i	5	i	i	i	-11	i	i
Cc1cccc(C(CC(=O)N2CCCC2)c2ccccc2)c1O (stereo unspecified)	2	i	i	i	-1	i	i	i	-5	i	i
COc1ccc(/C=N/NC(=S)Nc2ccccc2)cc1COc1ccc(F)cc1	7	i	i	i	-5	i	i	i	-6	i	i
COCCn1nnnc1CN1CCOCC1	11	i	i	i	3	i	i	i	-3	i	i
Cc1ccc2c(C)c(C(=O)N(Cc3ccncc3)CC3CCCO3)oc2c1C (stereo unspecified)	14	i	i	i	1	i	i	i	-5	i	i
COc1ccc(S(=O)(=O)N2CCCCCC2)cc1C(=O)OCC(=O)Nc1cc(C)on1	8	i	i	i	.	i	i	i	-16	.	i
Cc1ccc(Nc2ccc(-n3ccnc3)nn2)cc1C	-4	i	i	i	8	i	i	i	-3	i	i
Cn1nnc2c[n+](CC(=O)c3ccc4ccccc4c3)cc(Br)c21	-2	i	i	i	12	i	i	i	-13	i	i
Cc1ccc(S(=O)(=O)NNC(=O)c2ccncc2)cc1[N+](=O)[O-]	-12	i	i	i	-4	i	i	i	-5	i	i
CC(C)OC(=O)CC(=O)CSc1nc2c(cc1C#N)CCCCCC2	0	i	i	i	-1	i	i	i	-14	i	i
OCCNCC(O)Cn1ccc2ccccc21 (stereo unspecified)	-1	i	i	i	-3	i	i	i	-12	i	i
CCOc1ccc(CCNC(=O)COC(=O)Cn2cnc3c2c(=O)n(C)c(=O)n3C)cc1OCC	-24	i	i	i	2	i	i	i	-10	i	i
c1ccc(Cc2c[nH]c3ccccc23)cc1	-1	i	i	.	-6	-5*	i	i	-5	i	i
CC(=O)Nc1cccc(NC(=O)CSc2ccc(-c3ccco3)nn2)c1	-6	i	i	i	5	i	i	i	-5	i	i
CCOC(=O)N1CC=C2C(C#N)=C(N)C(C#N)(C#N)[C@H](c3cccs3)[C@H]2C1	2	i	i	i	35	i	i	i	-6	i	i
Later entries.
SMILES	Platelet DG rel	KCNK9 inh	TRPC4 PAM	PolyA inhibitor	DYRK1A inh	TRPC4 inh	KCNQ1 block	TRPC4 act	hERG rescue	KCNK3 inh	KCNQ1 pot
NC(=O)CN1CCN(Cc2ccc3c(c2)OCO3)CC1	21	i	i	i	-2	i	i	i	-11	i	i
CN(C)c1ccc(CN2CCCC(O)C2)cc1 (stereo unspecified)	2	i	i	i	-6	i	i	i	-9	i	i
COc1ccccc1-c1nc(SC)n[nH]1	-5	i	i	i	7	i	i	i	-5	i	i
Cc1ccc(C(=O)Nc2cnc3ccccc3c2)cc1	.	i	i	i	-2	i	i	i	-4	i	i
O=C(NCc1cccnc1)c1ccc(S(=O)(=O)N2CCCCC2)cc1	-1	i	i	i	0	i	i	i	-9	i	i
CCOC(=O)c1c(NC(=O)CN(C)C2CCN(C)CC2)sc(C(=O)Nc2ccccc2)c1C	7	i	i	i	1	i	i	i	-16	i	i
NCCNc1ccc([N+](=O)[O-])c(NC2CC2)c1	-15	i	16*	i	5	i	i	i	-10	i	i
CCOCCCNC(=O)C(c1ccc(OC)cc1)N(Cc1ccc2c(c1)OCO2)C(=O)CNC(C)=O (stereo unspecified)	1	i	i	i	1	i	i	i	-1	i	i
CC(=O)Nc1ccc(S(=O)(=O)NCc2ccc(C(=O)NCc3ccc(Cl)cc3)cc2)cc1	-3	i	i	i	-2	i	i	i	-4	i	i
Cc1cc(OC(C)C(=O)N2C[C@H]3C[C@@H](C2)c2cccc(=O)n2C3)c2c(C)c(C)c(=O)oc2c1 (stereo partly specified)	-1	i	i	i	-4	i	i	i	-5	i	i

Screening results: PubChem, several laboratories

An excerpt; count on the stated rates, not on these rows.
